Compound activity (PubChem BioAssay)
Tb PYK inh: inhibitors of Trypanosoma brucei pyruvate kinase. Q57TT1. TbPYK enzyme, Kinase-Glo Plus ATP luminescence, 45 min. Potency, µM (series often up to 76.8 µM), for the others: at the top dose activity, negative = inhibition, actives largely listed as inhibitors. hit rate 0.12% among 410,000. AID 624173; also: potency is read from the fitted curve at half-maximal effect; nearly all actives have a fitted effect of over 50% in size
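T. brucei PYK with substrate was exposed to pin-transferred compounds across a concentration series, then started with 130 uM ADP (final). After 45 min at room temperature, Kinase-Glo Plus luminescence was read, normalized and curve-fitted.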
AMA1-RON2 inh: disrupts binding of P. falciparum AMA1 to RON2; AlphaScreen AMA1-biotinylated RON2 peptide binding; Potency, µM (titrated, usually from 58.2 µM), inactives show at the top dose activity change, negative = inhibition, usual class: inhibitors; hit rate 0.2% among 360,000;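 also: potency is read from the fitted curve at half-maximal effect; 0% = vehicle wells and -100% = peptide control; nearly all actives have a fitted effect of over 45% in size; some results filed as inactive show a strong effect at the top dose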
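AMA1 (3D7) with his tag at 25 nM final met compounds first, then biotinylated RON2 peptide at 25 nM; detection used donor plus acceptor beads, 10 µg/mL apiece, read by AlphaScreen after 30 min at room temperature.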
AmpC inh no detg: inhibitors of E. coli AmpC beta-lactamase without detergent | P00811 | AmpC nitrocefin hydrolysis, absorbance 480 nm, 0.0001% Triton | Potency, µM (top dose mostly 57.1 µM), for the others: top-dose activity change, negative = inhibition, actives largely listed as inhibitors | hit rate 0.52% among 330,000;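 also: potency is read from the fitted curve at half-maximal effect; plate controls were no compound for no effect and no enzyme for full effect; nearly all actives have a fitted effect of over 20% in size; some results filed as inactive show a strong effect at the top dose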
Target sequence (P00811 whole entry, looked up): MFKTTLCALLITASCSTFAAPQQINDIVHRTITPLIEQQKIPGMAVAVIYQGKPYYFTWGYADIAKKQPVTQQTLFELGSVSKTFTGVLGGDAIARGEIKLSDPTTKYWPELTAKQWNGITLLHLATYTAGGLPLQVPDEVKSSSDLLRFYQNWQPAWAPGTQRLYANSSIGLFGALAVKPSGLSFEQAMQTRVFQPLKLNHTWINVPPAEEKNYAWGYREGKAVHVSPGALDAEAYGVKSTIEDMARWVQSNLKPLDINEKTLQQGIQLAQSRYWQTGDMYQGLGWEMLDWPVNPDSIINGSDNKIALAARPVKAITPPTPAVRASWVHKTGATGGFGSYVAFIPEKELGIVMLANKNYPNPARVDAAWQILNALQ
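20 mM phosphate pH 7.0 + 0.01% (detergent screen) or 0.0001% Triton X-100; 5.3 nM AmpC reagent; cpd preinc 15 min RT; nitrocefin (800 uM stock) to start; A480 q20 s × 4 min; Activity was normalised to no-enzyme and no-compound control wells.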
AmpC inh detg: inhibitors of E. coli AmpC beta-lactamase with detergent | P00811 | AmpC hydrolysis of nitrocefin, absorbance 480 nm, 0.01% Triton | Potency, µM (top dose mostly 114 µM), inactives show at the top dose activity change, negative = inhibition, most hits filed as inhibitors | hit rate 0.041% among 370,000 | AID 485294;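 also: potency is read from the fitted curve at half-maximal effect; 0% = no-compound wells and -100% = no-enzyme wells; nearly all actives have a fitted effect of over 25% in size; some results filed as inactive show a strong effect at the top dose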
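20 mM phosphate pH 7.0 + 0.01% (detergent screen) or 0.0001% Triton X-100; 5.3 nM AmpC reagent; cpd preinc 15 min RT; nitrocefin (800 uM stock) to start; A480 q20 s × 4 min; Activity was normalised to no-enzyme and no-compound control wells.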
LmPK inhibitor: LmPK (Leishmania mexicana) enzyme inhibition; AID 1721; Potency, µM (top dose mostly 57.5 µM), for the others: at the top dose activity change, negative = inhibition, most hits filed as inhibitors; purified LmPK, Kinase-Glo ATP luminescence, 1 h; hit rate 0.37% among 290,000; also: potency is read from the fitted curve at half-maximal effect
Target sequence (Q27686 whole entry, looked up): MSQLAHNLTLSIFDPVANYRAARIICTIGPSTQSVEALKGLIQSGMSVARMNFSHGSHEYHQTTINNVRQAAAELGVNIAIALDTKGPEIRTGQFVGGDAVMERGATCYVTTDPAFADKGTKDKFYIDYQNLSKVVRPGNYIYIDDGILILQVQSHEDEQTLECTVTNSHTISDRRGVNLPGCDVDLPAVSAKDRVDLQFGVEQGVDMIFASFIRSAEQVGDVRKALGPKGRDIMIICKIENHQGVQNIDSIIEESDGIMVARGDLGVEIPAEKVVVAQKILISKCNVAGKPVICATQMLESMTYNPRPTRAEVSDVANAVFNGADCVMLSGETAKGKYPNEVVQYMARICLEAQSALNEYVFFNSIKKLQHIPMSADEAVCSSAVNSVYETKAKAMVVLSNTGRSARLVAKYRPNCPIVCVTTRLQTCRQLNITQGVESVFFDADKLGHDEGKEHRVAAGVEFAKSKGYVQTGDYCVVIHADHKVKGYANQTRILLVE
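Screened at intermediate enzyme activity to detect both inhibitors and activators: LmPK at 0.1 nM, with a 0.5 nM enzyme column as activation reference. PEP 0.5 mM, ADP 0.1 mM; ATP detected by luminescence after 1 h.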
Sm TGR block: inhibitors of Schistosoma mansoni thioredoxin glutathione reductase; Q962Y6; purified TGR, DTNB reduction, TNB absorbance 405 nm; Potency, µM (top dose mostly 114 µM), for inactives: at the top dose activity change, negative = inhibition, hits mostly inhibitors; hit rate 3% among 360,000; AID 485364; also: potency is read from the fitted curve at half-maximal effect; nearly all actives have a fitted effect of over 60% in size
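Kinetic colorimetric format: TGR-catalysed, NADPH-driven DTNB reduction monitored via TNB absorbance. Enzyme dispensed at 20 nM; compound exposure 15 min at room temperature before reaction start.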
HCMV inh: blocks human cytomegalovirus replication; HFF cells, HCMV-luciferase reporter, 72 h; hits give low values; activity change, negative = inhibition, % at 57.5 µM; hit rate 4.5% among 410,000; AID 1259415; in the data active = activity change below about -60%; inconclusive = no clear call, values can overlap the other calls; inactive = above about -39%
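Steps: HFFs plated, 16 h 37C; compounds added; HCMV-luciferase added to MOI 1 PFU/cell; 72 h 37C; OneGlo reagent, 5 min room temperature; luminescence read, normalized to controls.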
* marks the source's active call; other numbers are inactive results; [ ] = remark or other dose. Unless noted, calls follow the shape of the dose curve; as a rule, active = well fitted curve in the direction sought with a large enough effect; inconclusive = small, poorly fitted or top-dose-only effect, or another doubt; inactive = no such curve, though single readings can be large; an effect the other way counts as inactive or inconclusive. Unless noted, % is scaled to controls: 0 for no effect and ±100 for the full control effect.

`COc1ccc2oc(C(=O)OCC(=O)NC3CCCC3)c(C)c2c1` gave Tb PYK inh -1%, AMA1-RON2 inh 15%, AmpC inh no detg 4%, AmpC inh detg -5%, LmPK inhibitor 3%, Sm TGR block 2% and HCMV inh 12.
`COCCN(CCOC)C(=O)N1CCOCC1` gave Tb PYK inh -4%, AMA1-RON2 inh -7%, AmpC inh no detg -2%, AmpC inh detg 1%, LmPK inhibitor 2%, Sm TGR block 1% and HCMV inh 0.
`CCOC(=O)C1CCCN(C(=O)c2cc(-c3ccco3)nc3ccccc23)C1` (stereo unspecified) gave Tb PYK inh -10%, AMA1-RON2 inh -19%, AmpC inh no detg -21% and HCMV inh 26.
`S=c1[nH]nc(-c2ccco2)n1/N=C/c1ccc(Br)s1` gave Tb PYK inh inconclusive, AMA1-RON2 inh 29%, AmpC inh no detg -43%, AmpC inh detg -3%, LmPK inhibitor -20%, Sm TGR block -25% and HCMV inh -9.
For Cc1ccc2cc(C=C(C#N)C#N)c(Cl)nc2c1 the results were Tb PYK inh -3%, AMA1-RON2 inh -4%, AmpC inh no detg -22%, AmpC inh detg -13%, LmPK inhibitor -5%, Sm TGR block 2.8µM* and HCMV inh 31.
For C(=N\N=C\c1cccs1)/c1cccs1 the results were Tb PYK inh 0%, AMA1-RON2 inh -9%, AmpC inh no detg -11%, AmpC inh detg 4%, LmPK inhibitor 13%, Sm TGR block 10% and HCMV inh -12.
Screening COc1cccc(C2c3c(oc4ccc(F)cc4c3=O)C(=O)N2CCCN2CCOCC2)c1 (stereo unspecified) returned Tb PYK inh -12%, AMA1-RON2 inh -5%, AmpC inh no detg -8%, AmpC inh detg inconclusive, LmPK inhibitor -4%, Sm TGR block -32% and HCMV inh -10.
`COCCNc1nc2cc(-c3ccccc3C)sc2c(=O)n1C` gave Tb PYK inh 2%, AMA1-RON2 inh -3% and HCMV inh 0.
COCCCNC(=O)c1sc2ncnc(N3CCc4ccccc4C3)c2c1C was read as Tb PYK inh -9%, AMA1-RON2 inh 9%, AmpC inh no detg 150%[activator], AmpC inh detg inconclusive, LmPK inhibitor 2%, Sm TGR block -2% and HCMV inh -11.
For Cc1ccc(Cn2c(C(=O)O)c(CNCc3ccccc3Cl)c3ccc(C)cc32)cc1 the results were Tb PYK inh -10%, AmpC inh detg -1%, Sm TGR block -5% and HCMV inh 14.

A portion from further up, as a working copy:
Screening COc1cccc(C2c3c(oc4ccc(F)cc4c3=O)C(=O)N2CCCN2CCOCC2)c1 (stereo unspecified) returned Tb PYK inh -12%, AMA1-RON2 inh -5%, AmpC inh no detg -8%, AmpC inh detg inconclusive, LmPK inhibitor -4%, Sm TGR block -32% and HCMV inh -10.
`COCCNc1nc2cc(-c3ccccc3C)sc2c(=O)n1C` gave Tb PYK inh 2%, AMA1-RON2 inh -3% and HCMV inh 0.
COCCCNC(=O)c1sc2ncnc(N3CCc4ccccc4C3)c2c1C was read as Tb PYK inh -9%, AMA1-RON2 inh 9%, AmpC inh no detg 150%[activator], AmpC inh detg inconclusive, LmPK inhibitor 2%, Sm TGR block -2% and HCMV inh -11.

Next section.
Screening O=C(Cc1cccs1)NNC(=S)NC(=O)c1ccco1 returned Tb PYK inh -10%, AMA1-RON2 inh 62%[activator], AmpC inh no detg -6%, AmpC inh detg 1%, LmPK inhibitor 1%, Sm TGR block -5% and HCMV inh 11.
Screening O=C(Cn1ncc(N2CCCC2)c(Br)c1=O)c1ccc(Cl)cc1 returned Tb PYK inh 0%, AMA1-RON2 inh 29%, AmpC inh no detg -18%, AmpC inh detg -1%, LmPK inhibitor 3%, Sm TGR block -15% and HCMV inh -12.
`COc1ccccc1OCC(=O)Nc1ccccc1C(=O)N1CCCC1` gave Tb PYK inh -3%, AMA1-RON2 inh 0%, AmpC inh no detg -13%, AmpC inh detg inconclusive, LmPK inhibitor -2%, Sm TGR block 9% and HCMV inh inconclusive.
CN(C)S(=O)(=O)c1ccc(N2CCCC2)c(C(=O)Nc2nc(-c3cc(F)ccc3F)cs2)c1 was read as Tb PYK inh 7%, AMA1-RON2 inh -9%, AmpC inh no detg -25%, AmpC inh detg -5%, LmPK inhibitor 1%, Sm TGR block -8% and HCMV inh 34.
For O=C(NNC(=O)C1CCN(C(=O)Nc2ccccc2)CC1)c1ccc(F)cc1 the results were Tb PYK inh -3%, AMA1-RON2 inh 16%, AmpC inh no detg -16%, AmpC inh detg inconclusive, Sm TGR block 1% and HCMV inh -21.
Screening CCOC=C1C(=O)N(C(C)=O)c2cc(OC)c(OC)cc21 returned Tb PYK inh 6%, AMA1-RON2 inh -6% and HCMV inh 59.
For CCc1ccc(NC(=O)C(=O)NCC(c2cccnc2)N2CCN(Cc3ccccc3)CC2)cc1 (stereo unspecified) the results were Tb PYK inh 5%, AmpC inh detg -7%, Sm TGR block -4% and HCMV inh -14.
COC(=O)c1ccccc1NC(=S)NC(=O)CC(C)C was read as Tb PYK inh 10%, AMA1-RON2 inh 5%, AmpC inh no detg -30%, AmpC inh detg inconclusive, LmPK inhibitor -4%, Sm TGR block -23% and HCMV inh 34.
For CCOc1ccc(NC(=O)c2c[nH]n3c(=O)cc(C4CCN(C(=O)OC(C)(C)C)CC4)nc23)cc1 the results were Tb PYK inh 2%, AMA1-RON2 inh -2%, AmpC inh no detg -32%, AmpC inh detg -2%, LmPK inhibitor 1%, Sm TGR block -1% and HCMV inh 0.
Screening CCc1nc2c(OCC3COc4ccccc4O3)cccn2c1N(C)C(=O)c1ccccc1F (stereo unspecified) returned Tb PYK inh -4%, AMA1-RON2 inh 18% and HCMV inh -25.
CC(=O)c1ccc(N2CCc3ccccc3C2)c([N+](=O)[O-])c1 was read as Tb PYK inh 5%, AMA1-RON2 inh -15%, AmpC inh no detg -7%, AmpC inh detg -14%, LmPK inhibitor -1%, Sm TGR block 1% and HCMV inh -23.
`Cc1ccc(C(c2cc(Cl)c3cccnc3c2O)N2CCN(C)CC2)cc1` (stereo unspecified) gave Tb PYK inh 4%, AMA1-RON2 inh -2%, AmpC inh no detg -32%, AmpC inh detg -4%, LmPK inhibitor -6% and Sm TGR block 0.71µM*.
Screening CCCOc1ccc(CNC(=O)CCCn2ncn3c(cc4sc(CC)cc43)c2=O)cc1 returned Tb PYK inh -5%, AmpC inh detg 17%, Sm TGR block 5% and HCMV inh -21.
For CN1CCN(C(=O)c2ccc(Cn3cc(Cl)cn3)o2)CC1 the results were Tb PYK inh -7%, AMA1-RON2 inh 5%, AmpC inh no detg -12%, AmpC inh detg -11%, LmPK inhibitor 2%, Sm TGR block -10% and HCMV inh -16.
For O=C(COC(=O)c1n[nH]c(=O)c2ccccc12)NCc1ccccc1 the results were Tb PYK inh 0%, AMA1-RON2 inh -9%, AmpC inh no detg -9%, AmpC inh detg -6%, Sm TGR block -8% and HCMV inh -14.
COc1ccc(CN2C(=O)C(NC(=O)c3cccc(C)c3)(C(F)(F)F)N=C2c2ccccc2)cc1 (stereo unspecified) was read as Tb PYK inh 6%, AmpC inh detg 2%, Sm TGR block 4% and HCMV inh -8.
For Cc1ccsc1C(=O)NC(C)c1ccc2c(c1)OCO2 (stereo unspecified) the results were Tb PYK inh -13%, AMA1-RON2 inh 0%, AmpC inh no detg -17%, AmpC inh detg inconclusive, LmPK inhibitor 3%, Sm TGR block 0% and HCMV inh -8.
`NC(=O)C1CCCN(C(=O)c2cccc(S(=O)(=O)N3CCCCCC3)c2)C1` (stereo unspecified) gave Tb PYK inh 3%, AMA1-RON2 inh -7%, AmpC inh no detg -5%, AmpC inh detg -8%, Sm TGR block 1% and HCMV inh 11.
Screening CN(CC(=O)Nc1ccccc1C(F)(F)F)C(=O)CSc1nc(N)cc(N)n1 returned Tb PYK inh -3%, AMA1-RON2 inh 16%, AmpC inh no detg -32%, AmpC inh detg 1%, Sm TGR block -10% and HCMV inh 9.
CCc1ccccc1N1CC(C(=O)Nc2cc(S(=O)(=O)N3CCCC3)ccc2Cl)CC1=O (stereo unspecified) was read as Tb PYK inh 1%, AMA1-RON2 inh 2%, AmpC inh no detg 28%, AmpC inh detg -5%, Sm TGR block -2% and HCMV inh 5.
`CC1=C(c2ccc(F)cc2)S(=O)(=O)N=C1N1CCC(C(=O)NCCc2ccco2)CC1` gave Tb PYK inh 2%, AmpC inh detg -2%, Sm TGR block -26% and HCMV inh -5.
For COc1ccc(-n2ncc3c2CC(C)(C)CC3NC(=O)c2c(C)cc(=O)oc2C)cc1 (stereo unspecified) the results were Tb PYK inh -10%, AMA1-RON2 inh 3%, AmpC inh no detg 74%[activator], AmpC inh detg -12%, LmPK inhibitor 6%, Sm TGR block -28% and HCMV inh 10.
CCOC(=O)COc1ccccc1C(=O)c1cnn(-c2ccccc2)c1 was read as Tb PYK inh 5%, AMA1-RON2 inh 0%, AmpC inh no detg 17%, AmpC inh detg -5%, LmPK inhibitor -6%, Sm TGR block -1% and HCMV inh 35.
Screening C=CCNC(=S)NN=C1CCC(c2ccccc2)CC1 (stereo unspecified) returned Tb PYK inh 0%, AMA1-RON2 inh 6%, AmpC inh no detg -48%, AmpC inh detg inconclusive, LmPK inhibitor 5%, Sm TGR block -12% and HCMV inh -38.
`CC1(C)C2CCC(C2)C1(C)N=C1OC(CCl)CS1` (stereo unspecified) gave Tb PYK inh 3%, AMA1-RON2 inh -14%, AmpC inh no detg 20%, AmpC inh detg 0%, LmPK inhibitor 2%, Sm TGR block 3% and HCMV inh 21.
For CCC(C(=O)N1CCN(c2ccccc2F)CC1)n1nc(C)c2sc3ccccc3c2c1=O (stereo unspecified) the results were Tb PYK inh -3%, AmpC inh detg 26%, Sm TGR block -2% and HCMV inh 0.
CCc1ccc(C(=O)NNc2ccc(S(N)(=O)=O)cc2)cc1 was read as Tb PYK inh -4%, AMA1-RON2 inh -25%, AmpC inh no detg -11%, AmpC inh detg 6%, LmPK inhibitor -3%, Sm TGR block 0% and HCMV inh 55.
CCOC(=O)N1CCN(S(=O)(=O)c2cc([N+](=O)[O-])c(C)cc2C)CC1 was read as Tb PYK inh 5%, AMA1-RON2 inh -7%, AmpC inh no detg 32%, AmpC inh detg 3%, LmPK inhibitor 6%, Sm TGR block 0% and HCMV inh -31.
For O=C(O)CCCC(=O)Nc1cccc2cccnc12 the results were Tb PYK inh 2%, AMA1-RON2 inh 1%, AmpC inh no detg -22%, AmpC inh detg -9%, LmPK inhibitor 1%, Sm TGR block 13% and HCMV inh 53.
